KCNQ2 block = KCNQ2 potassium channel inhibitors, primary screen, cell-based, CHO-K1, FluxOR thallium flux, B-score (AID 2156) | B-score at 10 µM | 20 min; stronger effect = lower value | 310,000 tested, 1.1% active | O88943;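 active = fluorescence ratio B-score at most minus 3 library SDs, with starting brightness B-score within 2 library SDs, cut at about -5.5 in these data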
Target sequence (O88943 whole entry, looked up): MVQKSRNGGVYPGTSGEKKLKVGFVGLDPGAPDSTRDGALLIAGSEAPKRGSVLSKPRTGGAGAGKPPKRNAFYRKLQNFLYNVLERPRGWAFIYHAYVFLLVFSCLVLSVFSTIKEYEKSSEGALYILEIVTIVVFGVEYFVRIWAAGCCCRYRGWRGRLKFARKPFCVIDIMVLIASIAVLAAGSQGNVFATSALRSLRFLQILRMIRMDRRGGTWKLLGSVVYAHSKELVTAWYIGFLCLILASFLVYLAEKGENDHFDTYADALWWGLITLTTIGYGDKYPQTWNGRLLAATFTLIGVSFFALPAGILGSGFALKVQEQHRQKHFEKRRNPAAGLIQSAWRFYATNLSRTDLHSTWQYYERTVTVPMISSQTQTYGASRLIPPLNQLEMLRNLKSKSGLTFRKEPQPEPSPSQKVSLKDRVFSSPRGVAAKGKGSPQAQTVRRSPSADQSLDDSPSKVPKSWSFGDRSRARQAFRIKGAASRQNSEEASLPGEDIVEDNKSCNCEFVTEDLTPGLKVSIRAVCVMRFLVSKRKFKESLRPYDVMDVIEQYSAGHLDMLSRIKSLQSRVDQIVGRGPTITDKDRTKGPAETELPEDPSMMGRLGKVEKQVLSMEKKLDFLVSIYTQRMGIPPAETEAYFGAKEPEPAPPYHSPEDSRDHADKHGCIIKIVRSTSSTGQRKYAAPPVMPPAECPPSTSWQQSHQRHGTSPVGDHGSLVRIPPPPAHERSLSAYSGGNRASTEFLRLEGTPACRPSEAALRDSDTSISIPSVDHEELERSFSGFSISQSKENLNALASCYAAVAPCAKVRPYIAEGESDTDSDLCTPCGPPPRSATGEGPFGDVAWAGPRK
CHT block = inhibits the human high affinity choline transporter; 310,000 tested, 0.86% active; Q9GZV3; AID 488975; CHT-expressing cells, membrane potential dye, choline response; stronger effect = lower value; B-score at 10 µM;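 active = B-score over 3 SD under the library average, and starting fluorescence ratio not unusually high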;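 also: choline stimulus applied at its EC90 after an EC20 pre-addition; B-score computed on integrated fluorescence ratio after choline addition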
An asterisk follows results filed as active; i = inactive; / = not tested or not shown. Not a hit list; any-hit rate near 1.9%.

SMILES	KCNQ2 block	CHT block
Cc1cc(OCC(=O)N(C)c2ccccc2)cc2c1C(=O)CC(C)(C)O2	i	i
Cc1cc(C(=O)CCl)c(C)n1CCc1ccc(F)cc1	i	i
COc1ccccc1-n1cnnc1SCC(=O)N1CC(=O)Nc2ccccc21	i	i
O=C1[C@@H]2[C@@H]3C[C@@H]([C@H]4ON=C(c5ccc(Cl)cc5)[C@@H]34)[C@@H]2C(=O)N1c1ccc2c(c1)OCO2	i	i
CCOC(=O)c1cnc2c(OC)cccc2c1N1CCN(c2ccc(OC)cc2)CC1	i	i
COc1ccccc1C1c2c(C)nn(-c3ccccc3)c2NC(=O)C1NC(=O)c1ccccc1 (configuration not stated)	i	i
Cn1c(CCC(=O)Nc2ccc(F)cc2)nc2cc(S(=O)(=O)N3CCOCC3)ccc21	i	i
CC1CN(Cc2nc3c(c(=O)n(C)c(=O)n3C)n2CCN2CCOCC2)CC(C)O1 (configuration not stated)	i	/
COc1cccc(CNC2CCCCCCC2)c1OC	i	i
O=C(c1cnsn1)N1CCC(CO)(Cc2ccc(Cl)cc2)CC1	i	i
O=C(CSc1nnc(CNC(=O)c2c(F)cccc2Cl)o1)c1ccccc1	i	i
CCCn1nnc(NC(=O)c2ccc(OCC)c(Cl)c2)n1	i	i
O=C(CN(c1ccccn1)S(=O)(=O)c1ccccc1)Nc1ccccc1	i	i
O=C(NC1CCS(=O)(=O)C1)/C(=C\c1ccccc1)NC(=O)c1ccccc1 (configuration not stated)	i	i
COc1ccc(/C=C(\C#N)C(=O)NCc2cccs2)cc1OC	i	i
O=C(OCc1nnc(-c2ccccc2)o1)c1ccc([N+](=O)[O-])o1	i	i
COc1ccccc1N1CCN(S(=O)(=O)c2ccc(NC(C)=O)cc2)CC1	i	i
Cc1cccc(-n2c(-c3csc4ccccc34)n[nH]c2=S)c1	i	i
Cc1ccc(Cl)c2c(N=Nc3ccccc3)c(O)[nH]c12	i	i
Nc1c(C(=O)NCc2cccs2)nnn1CC(=O)Nc1cccc(Cl)c1	i	i
CC(C)(C)N(NC(=O)Nc1ccccc1)C(=O)c1ccccc1	i	-6.1*
NC(=O)C1CCN(C(=O)c2ccc(Oc3cc(Cl)cc(Cl)c3)o2)CC1	i	i
COc1cc2nc(N(CCN(C)C)C(=O)c3ccc(S(=O)(=O)N(C)CC4CCCO4)cc3)sc2cc1OC (configuration not stated)	i	i
COc1ccccc1C(=O)Nc1c[nH]c(=O)[nH]c1=O	i	i
O=C(Cc1ccccc1Cl)N1CCOCC1	i	i
O=c1c(Cc2ccccc2)c(O)ccn1Cc1ccc2c(c1)OCO2	i	i
O=C(NC1CCCc2ccccc21)C1CCN(c2nnc(-n3cccc3)s2)CC1 (configuration not stated)	i	i
Cc1cccn2c(=O)c3cc(C(=O)NC4CCCC4)c(=N)n(C4CCCC4)c3nc12	i	i
CCOc1ccc(N2C(=O)CC(Sc3nnnn3-c3ccccc3)C2=O)cc1 (configuration not stated)	i	/
FC(F)(F)c1cccc(N2CCN(C(=S)NC3CCCC3)CC2)c1	i	i

Retrieved by compound from above, 6 records:
SMILES	KCNQ2 block	CHT block
FC(F)(F)c1cccc(N2CCN(C(=S)NC3CCCC3)CC2)c1	i	i
CCOc1ccc(N2C(=O)CC(Sc3nnnn3-c3ccccc3)C2=O)cc1 (configuration not stated)	i	/
COc1cc2nc(N(CCN(C)C)C(=O)c3ccc(S(=O)(=O)N(C)CC4CCCO4)cc3)sc2cc1OC (configuration not stated)	i	i
NC(=O)C1CCN(C(=O)c2ccc(Oc3cc(Cl)cc(Cl)c3)o2)CC1	i	i
O=C(Cc1ccccc1Cl)N1CCOCC1	i	i
O=c1c(Cc2ccccc2)c(O)ccn1Cc1ccc2c(c1)OCO2	i	i

Two consecutive compounds from above, for reference:
SMILES	KCNQ2 block	CHT block
O=c1c(Cc2ccccc2)c(O)ccn1Cc1ccc2c(c1)OCO2	i	i
O=C(NC1CCCc2ccccc21)C1CCN(c2nnc(-n3cccc3)s2)CC1 (configuration not stated)	i	i

Further records.
SMILES	KCNQ2 block	CHT block
Cn1sc(NC(=O)c2ccccc2)nc1=O	i	i
Cc1cnc(C(=O)NCC(c2ccccc2)c2ccccc2)cn1	i	i
Cc1ccccc1NC(=O)c1sc2nc3c(c(-c4ccco4)c2c1N)CCC3	i	i
CCc1ccc(S(=O)(=O)N/N=C\c2cn(CC(N)=O)c3ccccc23)cc1	i	/
Cn1c(SCc2ccc(Br)cc2)nc2c(c1=O)SCC2	i	i
COc1cc(C(=S)N2CCOCC2)cc(OC)c1OC(=O)c1cccc(C)c1	i	i
COc1ccc(N(CC(=O)Nc2ccc(C)cc2)S(=O)(=O)c2c(C)noc2C)cc1	i	i
O=C(c1c(F)cccc1Cl)N1CCN(S(=O)(=O)c2ccc3c(c2)OCCCO3)CC1	i	-5*
CN(C)c1ccnc(C(=O)O)c1	i	i
CCCC(=O)NC(c1ccco1)c1cc(Cl)c2cccnc2c1O (configuration not stated)	i	i
CCn1c(C(=O)NC2CCC(C)CC2)cc2sccc21 (configuration not stated)	i	i
O=C(NCc1ccco1)C1CCCN(S(=O)(=O)c2cc(Cl)ccc2Cl)C1 (configuration not stated)	i	i
COc1ccc(C(O)c2coc3ccc(O)c(CN(C)C)c23)cc1 (configuration not stated)	i	i
Cc1ccc(S(=O)(=O)NCC2NCCc3ccccc32)cc1 (configuration not stated)	i	i
C=CCn1cc(C(=O)NCCCOCC)c(=O)c2cc(S(=O)(=O)N(CC)CC)ccc21	i	i
O=c1[nH]c(-c2ccccc2Cl)nc2c1sc(=S)n2-c1ccccc1	i	/
O=C(O)c1n[nH]nc1-c1ccccc1	i	i
COc1ccc(NC(=O)COC(=O)C2C3CC4OC(=O)C2C4C3)cc1 (configuration not stated)	i	i
CC(Oc1ccccc1)C(=O)Nc1ccc(S(=O)(=O)Nc2nccs2)cc1 (configuration not stated)	i	i
CCOc1ccc(S(=O)(=O)N(CC(=O)NC2CCCCC2C)Cc2ccco2)cc1 (configuration not stated)	i	i

Records above marked active in CHT block:
SMILES	KCNQ2 block	CHT block
CC(C)(C)N(NC(=O)Nc1ccccc1)C(=O)c1ccccc1	i	-6.1*
O=C(c1c(F)cccc1Cl)N1CCN(S(=O)(=O)c2ccc3c(c2)OCCCO3)CC1	i	-5*

The results go on.
SMILES	KCNQ2 block	CHT block
COC(=O)CNC(=O)CCC(=O)N1CCN(C(c2ccccc2)c2ccccc2)CC1	i	i
COc1ccc(N2CC(NS(=O)(=O)c3cccs3)CC2=O)cc1OC (configuration not stated)	i	i
COc1ccc(-c2c(C(F)(F)F)nn(C)c2NC(C)=O)cc1	i	i
CS(=O)(=O)c1ccc(NCCN2CCOCC2)c([N+](=O)[O-])c1	i	i
CC(C)N1CC(C(=O)Nc2ccc(Cl)c([N+](=O)[O-])c2)CC1=O (configuration not stated)	i	i
CCN(C(=O)c1ccc(NC(=O)c2ccco2)cc1)c1ccccc1	i	i
O=C(O)CC(c1ccc(OC2CCCC2)cc1)N1C(=O)c2ccccc2C1=O (configuration not stated)	i	i
O=C(N/N=C/C=C/c1ccc2c(c1)OCO2)c1ccc([N+](=O)[O-])cc1	i	i
CC(CCc1ccccc1)NCC(O)c1ccc(O)c(C(N)=O)c1 (configuration not stated)	i	i
S=C(NCC1CCCO1)N1CCN(Cc2ccccc2)CC1 (configuration not stated)	i	i
COc1cc(OC)cc(C(=O)NCC(=O)OCC(=O)Nc2ccc3c(c2)OCO3)c1	i	i
NC(=O)CCCSc1nc2ccccc2[nH]1	i	i
Cc1cc2nc(-c3ccc(=O)[nH]c3)n(C)c2cc1C	i	i
O=C(NCc1nc(-c2ccccc2)no1)Nc1ccc(F)cc1	i	i
Cc1nn(C)cc1C(C(=O)NC1CCCCC1)N(Cc1ccc(F)cc1)C(=O)c1cnccn1 (configuration not stated)	i	i
CC1COc2ccccc2N1C(=O)c1ccc(Cl)nc1 (configuration not stated)	i	i
CN1N=C(C(F)(F)F)CC1=O	i	i
COc1cc(/C=C/C(=O)O)cc(OC)c1O	i	i
COC(=O)C1=CN(C(C)C)C=C(C(=O)OC)C1c1cc(Br)c(OC)c(OC)c1	i	i
COc1cccc(C2=CC(=O)CCC2)c1	i	i

Full records, looked up by structure. Values in the order: KCNQ2 block, CHT block
Entry for `S=C(NCC1CCCO1)N1CCN(Cc2ccccc2)CC1` (configuration not stated) = i, i
Entry for `CCOc1ccc(S(=O)(=O)N(CC(=O)NC2CCCCC2C)Cc2ccco2)cc1` (configuration not stated) = i, i
Entry for `O=C(CN(c1ccccn1)S(=O)(=O)c1ccccc1)Nc1ccccc1` = i, i
Entry for `NC(=O)CCCSc1nc2ccccc2[nH]1` = i, i

Later entries.
SMILES	KCNQ2 block	CHT block
CCN(CC)C(=O)CSc1nc2c(sc(=S)n2-c2ccccc2OC)c(=O)n1-c1ccccc1	i	i
COc1cc(C(=O)NCCCCCCNC(=O)c2cc(OC)c(OC)c(OC)c2)cc(OC)c1OC	i	i
CN(CC(=O)Nc1cccc(F)c1)C(=O)c1ccccc1OCCOc1ccccc1	i	i
CN(c1ccc(OCC(=O)OCC(=O)Nc2c(F)c(F)c(F)c(F)c2F)cc1)S(=O)(=O)c1ccc(F)cc1	i	i
COc1ccc(CNC(=O)C2CCC(CNS(=O)(=O)c3ccc(C)cc3)CC2)cc1 (configuration not stated)	i	i
O=C(CCS(=O)(=O)c1ccc(Cl)cc1)N1CCCc2ccccc21	i	i
Cc1ccc2cc(C)c3nnc(SCc4ccc(C(=O)O)cc4)n3c2c1C	i	i
Cn1c(=NC(=O)c2ccco2)sc2ccccc21	i	i
C/C(=N\Nc1ccccn1)c1ccc(C#N)cc1	i	i
Clc1cccc(N2CCN(Cc3ccc(Br)o3)CC2)c1	i	i
CC(C)C(NC(=O)C1CCCCC1)C(=O)NC1=NCCS1 (configuration not stated)	i	i
O=C(Nc1cccc(NC(=O)c2ccc(F)cc2)c1)c1ccc(F)cc1	i	i
CCOc1[nH]n(-c2ccccc2)c(=O)c1C=Nc1ccc(Cl)cc1	i	i
O=c1cc(-c2cccs2)oc2ccc(Cl)cc12	i	i
O=C(COc1ccc(S(=O)(=O)NC2CCCCC2)cc1)NC1CC1	i	i
COc1ccc(C(=O)/C=C/c2cn(CN3CCN(C)CC3)c3ccccc23)cc1	/	i
Cc1ccccc1CSc1nnc(-c2ccco2)n1Cc1ccco1	i	i
CN(CCc1ccccc1)Cc1nc(-c2cnccn2)no1	i	i
N#Cc1c(N)n(CCc2ccc(F)cc2)c2nc3ccccc3nc12	i	i
CCCCNC(=O)Cc1c(OC)ccc2cc(Br)ccc12	i	i
O=C(c1ccncc1)N1N=C(c2ccc(Br)cc2)CC1c1ccccc1O (configuration not stated)	i	i
CCSc1ccccc1C(=O)Nc1nc2ccccc2c(=O)[nH]1	i	i
Cc1ccc(Oc2ccc(Cl)cc2NC(=O)c2ccc(F)cc2F)cc1	i	i
Cc1cccc(CN2[C@@H](CC(C)C)COCCS2(=O)=O)c1	i	i
O=C1CC(N2CCSCC2)C(=O)N1c1ccccc1 (configuration not stated)	i	i
COc1ccc(Oc2nc(C)cc(C)c2S(C)(=O)=O)cc1	i	i
O=C(CCCN1C(=O)/C(=C/c2cccs2)SC1=S)Nc1ccc(O)cc1	i	i
Cc1ccc(NC(=O)c2cc(NC(=O)CCC(=O)O)ccc2N2CCCCC2)cc1	i	i
O=c1c2ccccc2c(C=Nc2ccc(O)cc2)c(O)n1-c1nccs1	i	i
O=C(c1ccccc1)N(CCO)Cc1cc2cc3c(cc2[nH]c1=O)OCCO3	i	i
CC(OC(=O)c1cccc(-n2cnnn2)c1)C(=O)Nc1cccc(Cl)c1 (configuration not stated)	i	i
CCOC(=O)C1=C(C)N=C2SC(C)C(=O)N2C1c1ccc(OC(C)=O)c(OC)c1 (configuration not stated)	i	i
Fc1ccc(CNc2ncnc3c2cnn3-c2ccccc2)cc1	i	i
CCc1nc2ccc(F)cc2c(C(=O)NC2CCCCC2C)c1C (configuration not stated)	-7.1*	i
COc1ccc(C(=O)COC(=O)CCN2C(=O)C3C4C=CC(C5CC45)C3C2=O)cc1 (configuration not stated)	i	i
O=C1OCC(c2ccccc2)=C1c1ccccc1	i	i
CC(C)(C)NC(=O)CSc1nnc(Cc2ccccc2)n1CC1CCCO1 (configuration not stated)	i	i
O=C(/C(=C(\[O-])c1ccccc1)[n+]1ccc2ccccc2c1)c1ccccc1	i	i
CCn1c2ccc(F)cc2c2nnc(NN)nc21	i	i
CCCCNc1c(-c2ccc(OC)c(SC3CCCCC3)c2)nc2cnccn12	i	i
Cc1[nH]nc2c1C(c1ccc3c(c1)OCO3)C(C#N)=C(N)O2 (configuration not stated)	i	i
N=c1sccn1CC(=O)NC(=O)NC1CCCC1	i	i
Cc1nn(C)c(C(=O)N/N=C/c2cccnc2)c1Cl	i	i
O=C(OCC(=O)N1CCCc2ccccc21)c1cccc(C(F)(F)F)c1	i	i
CC(OC(=O)C1CC1)C(=O)Nc1ccc([N+](=O)[O-])cc1Cl (configuration not stated)	i	i
Cc1ccc(-c2cn(-c3ccc(OC(F)F)cc3)c3[n+]2CCCCC3)cc1	i	i
O=C(Nc1cc(Cl)ccc1O)C1CC(c2ccccc2O)=NO1 (configuration not stated)	i	i
O=C(CN1CCCCC1)NCCNc1ccc(C(F)(F)F)cc1[N+](=O)[O-]	i	i
Cc1c(N2C(=O)CSC23C(=O)Nc2ccccc23)c(=O)n(-c2ccccc2)n1C (configuration not stated)	i	i
CCn1c(-c2ccsc2)nc2c1c(=O)[nH]c(=O)n2Cc1ccccc1	i	i
CN1/C(=C\C(=O)COC(=O)CN2C(=O)C3CC=CCC3C2=O)C(C)(C)c2ccccc21 (configuration not stated)	i	i
COc1ccc(-c2cc(C(F)(F)F)c3c(N)c(C(=O)NCCSC)sc3n2)cc1	i	i
O=C(Nc1ccc(Br)cc1)c1cc([N+](=O)[O-])cc([N+](=O)[O-])c1	i	i
